Source: PubChem BioAssay (National Center for Advancing Translational Sciences (NCATS))
Mito fusion act: blocks mitochondrial division or promotes mitochondrial fusion; S. cerevisiae fusion-defective mutant growth rescue, CellTiterGlo 48 h; Potency, µM (highest dose often 46.1 µM), inactives show at the highest dose growth rescue (activation), usual class: activators; hit rate 0.23% among 320,000;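 also: potency is read from the fitted curve at half-maximal effect; % of control where 0% means no effect; nearly all actives have a fitted effect of over 45% in size; temperature-sensitive fusion mutants such as fzo1-1 at 37 °C on non-fermentable ethanol glycerol medium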
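Read-out: ATP-based luminescence (CellTiterGlo, 10 min ambient) reporting growth of fusion-defective ts yeast after 48 hours at 37C on glycerol/ethanol YPEG medium in the presence of compound.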
TSHR antagonist: blocks TSH signaling through the human TSH receptor | TSHR-expressing cells, TSH-stimulated cAMP HTRF, 2 h; stronger effect = lower value | activity change, negative = inhibition, % at 11.5 µM | hit rate 0.2% among 330,000;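 active = activity change below a set negative limit, meaning inhibition stronger than a set level, cut at about -70% in these data; inconclusive = activity change between two set negative limits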; also: % is scaled to controls: 0 for no effect and ±100 for the full control effect
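Freshly harvested TSHR cells receive pin-tooled compound, then EC80 TSH at 4nM final. After 2 hours at 37 deg C, antibody in lysis buffer and cAMP-d2 are added; 30 minutes at ambient temperature precede the HTRF read.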
A-T KAP1 phos: potential ataxia-telangiectasia treatments restoring KAP-1 phosphorylation; […] A-T fibroblasts, KAP-1 phosphorylation AlphaLISA; neocarzinostatin DNA damage 30 min before lysis; Potency, µM (series often up to 57.5 µM), for the others: top-dose activation, actives largely listed as activators; hit rate 0.19% among 320,000; AID 485349; also: potency is read from the fitted curve at half-maximal effect; % of control where 0% means no effect; nearly all actives have a fitted effect of over 45% in size
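ATM-like activity read as KAP-1 phosphorylation via AlphaLISA donor/acceptor antibody pairs after lysis and 6 hr at 25C. Cells were ATM-null patient fibroblasts ([…], hTERT), dosed 60 min, then exposed to the DSB inducer NCS for 30 min.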
PTAP TSG101 blk: blocks PTAP/TSG101 interaction to inhibit HIV-1 budding; Q99816; Fluorescence polarization, FITC-PTAP peptide / Tsg101 binding; Potency, µM (titrated, usually from 115 µM), for inactives: at the highest dose activity change, negative = inhibition, most hits filed as inhibitors; 340,000 tested, under 10 active; active = well fitted inhibition curve with a large enough effect in the main read-out, with a control signal flat, not every such curve was filed as active; inconclusive = small, poorly fitted or top-dose-only effect, or effect the other way, or a change in a side signal; inactive = no such curve, though single readings can be large or run the other way; also: potency is read from the fitted curve at half-maximal effect; % of control where 0% means no effect
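FP read-out: FITC-PTAP peptide, 50 nM final, binding Tsg101 binding domain, 10 uM final; 20 min, r.t.; 10 mM HEPES pH 7.5, 0.15 M NaCl, 0.01% Tween 20, 3 mM EDTA, 0.1 mM TCEP.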
Eya2 phos inh: inhibitors of human Eya2 phosphatase activity | Potency, µM (titrated, usually from 76.9 µM), without a hit: at the highest dose activity, negative = inhibition, most hits filed as inhibitors | AID 488837 | recombinant Eya2, OMFP fluorescence dephosphorylation (OMFP is methylfluorescein phosphate) | hit rate 0.006% among 330,000; also: potency is read from the fitted curve at half-maximal effect; % is scaled to controls: 0 for no effect and ±100 for the full control effect
Target sequence (O00167 whole entry, looked up): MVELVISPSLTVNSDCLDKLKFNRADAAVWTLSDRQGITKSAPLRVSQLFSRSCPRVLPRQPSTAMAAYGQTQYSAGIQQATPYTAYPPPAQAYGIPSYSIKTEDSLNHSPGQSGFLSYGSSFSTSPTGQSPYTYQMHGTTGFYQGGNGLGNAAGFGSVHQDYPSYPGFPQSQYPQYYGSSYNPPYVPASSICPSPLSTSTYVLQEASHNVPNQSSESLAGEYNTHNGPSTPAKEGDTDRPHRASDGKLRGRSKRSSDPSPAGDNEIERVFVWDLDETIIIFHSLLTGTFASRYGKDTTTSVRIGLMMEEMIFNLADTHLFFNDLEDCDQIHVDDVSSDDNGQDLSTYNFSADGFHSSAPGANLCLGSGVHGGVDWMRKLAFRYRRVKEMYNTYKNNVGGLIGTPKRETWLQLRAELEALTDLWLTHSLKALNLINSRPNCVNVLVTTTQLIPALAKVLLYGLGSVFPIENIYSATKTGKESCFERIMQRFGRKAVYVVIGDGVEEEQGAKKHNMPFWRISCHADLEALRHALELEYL
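Eya2 (0.2 uM) preincubated 10 min at ambient with compound, then OMFP substrate added at 50 uM; 10 min reaction in 50 mM HEPES pH 7.5, 50 mM NaCl, 5 uM MgCl2, 0.05% BSA, 1 mM DTT. Fluorescence read at Ex 485/Em 525 nm.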
Tb PFK inh: blocks T. brucei phosphofructokinase; T. brucei PFK, ADP-Glo luminescence; Potency, µM (doses to about 57.5 µM), without a hit: top-dose activity, negative = inhibition, hits mostly inhibitors; hit rate 0.17% among 330,000;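 also: potency is read from the fitted curve at half-maximal effect; 0% = uninhibited 1x PFK enzyme wells and -100% = no-enzyme wells; nearly all actives have a fitted effect of over 60% in size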
Target sequence (O15648 whole entry, looked up): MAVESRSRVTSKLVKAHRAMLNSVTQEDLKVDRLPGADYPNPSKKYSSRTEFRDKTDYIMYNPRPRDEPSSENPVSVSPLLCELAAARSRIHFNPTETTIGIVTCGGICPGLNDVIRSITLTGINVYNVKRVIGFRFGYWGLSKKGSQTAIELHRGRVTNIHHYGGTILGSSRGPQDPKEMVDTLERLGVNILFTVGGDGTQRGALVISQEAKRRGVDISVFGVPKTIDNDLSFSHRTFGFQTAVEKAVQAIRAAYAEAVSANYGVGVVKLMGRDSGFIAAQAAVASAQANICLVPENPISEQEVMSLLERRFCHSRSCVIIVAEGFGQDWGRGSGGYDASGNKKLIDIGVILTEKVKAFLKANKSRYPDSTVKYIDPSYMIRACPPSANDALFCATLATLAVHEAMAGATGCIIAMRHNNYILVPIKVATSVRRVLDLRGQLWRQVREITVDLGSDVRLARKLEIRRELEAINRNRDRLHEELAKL
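Activity is normalized to no-enzyme wells (full inhibition) and 1.25 nM enzyme wells (no inhibition). Reaction: 0.5 mM F6P, 0.1 mM ATP, 45 min RT, ADP-Glo luminescence; concentration-response curves fitted and classed by quality.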
TCR act: T cell receptor activation. primary human leukocytes, anti-CD3, IL-2 HTRF, 48 h. Potency, µM (titrated, usually from 9.22 µM), without a hit: at the highest dose activation of IL-2 secretion, actives largely listed as activators. 330,000 tested, under 10 active. AID 504894; also: % of control where 0% means no effect
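HTRF read-out of IL-2 secretion: europium cryptate donor excited at 320nm, d2 acceptor emission at 665nm. Cells were primary human leukocytes incubated 48 hr with compounds and a-CD3 beads, supplying TCR signal only.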
Integrin act MD: activators of alpha7 integrin expression for muscular dystrophy; alpha7betagal myoblasts, beta-gal FDG fluorescence, 48 h; Potency, µM (top dose mostly 38.3 µM), without a hit: at the top dose activation, actives largely listed as activators; hit rate 0.064% among 350,000; AID 624291;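 also: potency is read from the fitted curve at half-maximal effect; 100% = response of the positive control SU9516; nearly all actives have a fitted effect of over 60% in size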
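alpha7betagal+/- myoblasts (passage 13, 250/well) treated 48 h at 37C with compounds at 1:260 dilution of DMSO stock. Lysed, then beta-galactosidase activity read as FDG fluorescence (ex 480/em 540) after 30 min, with pre-read for autofluorescence.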
ELG1 DNA repair: blocks ELG1-dependent DNA repair in HEK293T cells; HEK293T ELG1-luciferase reporter, luminescence, 16 h; DNA damage induced by 5-fluorouridine; Potency, µM (series often up to 46.1 µM), for inactives: at the highest dose activity change, negative = inhibition, hits mostly inhibitors; hit rate 2.3% among 330,000; AID 504467; also: potency is read from the fitted curve at half-maximal effect; % is scaled to controls: 0 for no effect and ±100 for the full control effect; nearly all actives have a fitted effect of over 55% in size
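HEK293T cells expressing luciferase-tagged ELG1 (2,000/well) received 5-Fluorouridine plus compound or DMSO for 16 hr at 37 °C. Luciferase was read by ONE-Glo luminescence after 30 min at room temperature.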
ASM inhibitor: human S-ASM enzyme inhibition; placental ASM, HMU-PC fluorogenic substrate, 60 min; Potency, µM (series often up to 57.5 µM), without a hit: at the top dose activity change, negative = inhibition, most hits filed as inhibitors; hit rate 0.006% among 340,000; AID 504937; also: potency is read from the fitted curve at half-maximal effect
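qHTS format. ASM enzyme prepared from human placenta hydrolyses the fluorogenic substrate HMU-PC0 (9 uM final) over 60 min at 37 °C after a 10 min compound preincubation.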
BCR signal inh: chronic active BCR signaling inhibition; ABC-DLBCL IkBa-CBG/CBR reporter, luminescence ratio, 4 h; Potency, µM (doses to about 46.1 µM), without a hit: at the top dose ratio change, negative = lower green/red ratio, actives largely listed as inhibitors; hit rate 0.05% among 340,000; AID 493014; active = well fitted inhibition curve with a large enough effect in the signal ratio, with a control signal flat, not every such curve was filed as active; inconclusive = small, poorly fitted or top-dose-only effect, or effect the other way, or a change in a side signal; the % refers to the signal ratio;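 also: potency is read from the fitted curve at half-maximal effect; plate controls were basal doxycycline-induced cells for no effect and cells given 10 µM MG132 for full effect; MG132 reads +100%, hits lower the ratio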
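TMD8 human ABC-DLBCL cells with doxycycline-inducible IκBα–green luciferase fusion and unfused red luciferase, in 0.5% FBS medium; compounds up to 46 uM, 4 h at 37C. Green/red luminescence ratio, filter-overlap corrected, fitted to concentration-response curves.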
* marks the source's active call; other numbers are inactive results; ? = inconclusive; · = no result given; & = joins results of further samples; [ ] = dose if it differs, or a comment. Unless noted, calls follow the shape of the dose curve; as a rule, active = well fitted curve in the direction sought with a large enough effect; inconclusive = small, poorly fitted or top-dose-only effect, or another doubt; inactive = no such curve, though single readings can be large; an effect the other way counts as inactive or inconclusive.

smiles,Mito fusion act,TSHR antagonist,A-T KAP1 phos,PTAP TSG101 blk,Eya2 phos inh,Tb PFK inh,TCR act,Integrin act MD,ELG1 DNA repair,ASM inhibitor,BCR signal inh
O=c1c2ccccc2nc2n1CCc1c-2[nH]c2ccccc12,?,-20&-12,-4%,0%,-7%&-8%,-3%,-2%,·,?,78%,?
Cc1ncc2c(c1OC(=O)c1ccccc1)COC(C)(C)OC2,-2%,0,·,-3%,2%,3%,-10%,-21%[7.66 µM],?,-1%,-6%
COc1ccc(CNCc2cccc(Cl)c2)cc1,1%,-3,1%,0%,-6%,-2%,-6%[46.1 µM],22%,?,1%,1%
CCOc1ccc(-n2cc(-c3ccccc3)c3c(=S)nc[nH]c32)cc1,-10%,-33,1%,-8%,6%,9%,-5%,-37%,17%,-3%,?
Cn1c(NCC2CCCO2)nc2c1c(=O)n(Cc1ccccc1)c(=O)n2C (centres undefined),1%,-8,-4%,-4%,-5%,0%,1%,-17%,?,0%,1%
CC(C)NC(=O)c1cccc(C(F)(F)F)c1,1%,5,0%,-1%,-19%,4%,-1%,19%,4%,3%,-7%
CCOc1ccc(NC(=O)Nc2ccc(Cc3ccncc3)cc2)cc1,-2%,-2,1%,-5%,-4%,-5%,5%,-14%,-11%,-1%,1%
Cc1cccc(-n2c(O)c(C=Nc3ccccc3)c3ccccc3c2=O)n1,1%,-3,-3%,-2%,-21%,6%,8%,8%,?,0%,?
COC(=O)CCC(=O)NC1CC(C)(C)Cc2c1cnn2-c1ccc(F)cc1 (centres undefined),-1%,10,2%,1%,4%,-13%,-7%,-16%,-2%,1%,4%
Cn1c(N2CCCCC2)nc2c1c(=O)[nH]c(=O)n2C,13%,-20,9%,-1%,5%,4%,1%,18%,2%,4%,0%
COc1cc([C@@H]2CC=C(C(=O)O)[C@H](c3ccccc3F)N2S(=O)(=O)c2ccc(C)cc2)cc(OC)c1OC,1%,-13,9%,-5%,7%,0%,-2%,23%,2%,1%,0%
CC(=O)c1ccc(OCCCC(=O)Nc2ccc(C)c(S(=O)(=O)N3CCOCC3)c2)cc1,-1%,-23,1%,-2%,34%,-5%,2%,4%,?,0%,-4%
Cc1ccc(C(=O)Nc2ccccc2C(=O)N2CCCC(C)C2)cc1 (centres undefined),1%,11,-1%,·,3%,-4%,1%,-1%,-2%,-1%,-1%
O=C(C1CCC(=O)N(C2CCCC2)C1)N1CCN(c2ccc(Cl)cc2)CC1 (centres undefined),-6%,-2,-3%,-5%,2%,0%,0%,-7%,-11%,-1%,?
CCCCN1C(=O)C(=O)N(c2ccccc2)C1=S,5%,2,-18%,-1%,-7%,3%,3%[46.1 µM],-6%,?,-4%,?
CN(Cc1ccccc1)S(=O)(=O)c1ccc(C(=O)Nc2nnc(C3CC3)o2)cc1,1%,1,1%,-7%,0%,-2%,-9%,-9%,-18%,-4%,0%
N/C(=N\OC(=O)CCCOc1ccccc1)c1ccncc1,-8%,-2,2%,-8%,2%,0%,7%,-25%,-2%,-2%,?
COc1ccc(/C=C/C(=O)Nc2cccc(S(=O)(=O)N3CCCC3)c2)cc1OC,-3%,-7,-3%,-1%,-8%,-2%,1%,3%,?,-3%,?
Cc1cc(C)cc(-n2c3nc4ccccc4nc3c3c(=O)n(Cc4ccco4)cnc32)c1,11%,-17,15%,-1%,-23%,-25%,3%,16%,-8%,103%[activator],?
CCNC(=O)c1cc(Br)ccc1Cl,-1%,-9,13%,-10%,1%,3%,0%,18%,6%,6%,-14%
O=C(CSc1nnnn1C1CCCCC1)NCc1ccc2c(c1)OCO2,1%,-3,4%,0%,7%,-4%,·,11%,-6%,3%,2%
CCCn1cc(CN2CCc3ccc(NC(=O)C4CCCO4)cc3C2)c(C)n1 (centres undefined),-1%,10,9%,0%,-10%,-7%,-1%,0%,-2%,·,-1%
COc1ccc(C(=O)N/C(=C/c2ccco2)C(=O)NCc2ccco2)cc1,6%,9,6%,-4%,13%,-3%,6%,19%,?,3%,-14%
O=C(OCCN1C(=O)c2cccc3c(N4CCOCC4)ccc(c23)C1=O)c1cccc(Cl)c1,8%,?,16%,?,14%,0%,-1%[46.1 µM],-6%,?,-13%,0%
CCc1nnc(NC(=O)c2ccc3c(=O)n4c(nc3c2)CCCCC4)s1,1%,-12,-1%,-5%,-18%,1%,3%,-21%,?,3%,-1%
O=C(Nc1ccc(F)c(Cl)c1)C1CCCN(C2=NS(=O)(=O)c3ccccc32)C1 (centres undefined),-1%,3,5%,0%,-12%,-17%,·,-9%,-19%,-4%,5%
CN1CCC(OC(=O)c2ccc(Cl)cc2Cl)CC1,-9%,-6,1%,-4%,8%,6%,7%,-16%,-5%,-2%,?
COC(=O)c1sc(NC(=O)C(C)c2ccccc2)nc1C (centres undefined),3%,13,1%,-1%,-11%,-1%,-4%[46.1 µM],-7%,?,-7%,-3%
COc1ccc(/C=C/C(=O)NC(=S)N2CCOCC2)cc1,-12%,-1,6%,-2%,-9%,-1%,-4%,-5%,?,3%,-28%
C=CCNc1nc(Nc2ccc([N+](=O)[O-])cc2)nc(N2CCCC2)n1,13%,-2,0%,2%,1%,1%,4%,11%,?,-13%,-17%
Cc1cnc([N+](=O)[O-])n1CCOC(=O)NC(=O)c1ccc(F)cc1,-3%,-2,1%,-3%,1%,2%,-2%,?,10%,-4%,0%
CN(C)CCNC(=O)c1nn(C)c2c1CCc1ccccc1-2,13%,-4,2%,-6%,2%,4%,-6%,17%,11%,2%,6%
CCCC(=O)N(CCN1CCOCC1)c1nc2c(C)cccc2s1,?,-4,7%,-4%,-2%,-2%,-1%,14%,-26%,3%,9%
COc1ccccc1NC(=S)NCCN1CCOCC1,-1%,4,-1%,-2%,-13%,2%,-5%[46.1 µM],3%,0%,3%,0%
c1ccc2c(c1)oc1c(NCCCn3ccnc3)ncnc12,-2%,0,-4%,-1%,-1%,-6%,-2%,-1%,13%,2%,7%
COc1ccc(/C=N/NC(=O)c2sccc2OCc2ccc(F)cc2)cc1OC,0%,17,-2%,0%,11%,1%,-12%,-3%,?,?,-13%
CC(CN1CCN(Cc2ccccc2)CC1)c1ccccc1 (centres undefined),-13%,4,-7%,-5%,-19%,1%,·,-13%,-13%,-5%,2%
COc1cc(C(c2sc3nc(C)nn3c2O)N2CC(C)CC(C)C2)cc(OC)c1OC (centres undefined),0%,30,-5%,-4%,-4%,0%,4%[46.1 µM],-27%,-16%,5%,11%
C=CCN(C(=O)CSc1nc2[nH]ncc2c(=O)n1-c1ccccc1OC)c1ccccc1,2%,4,1%,-13%,5%,-1%,3%,20%[7.66 µM],-15%,8%,?
COC(=O)Oc1nsnc1N1CCOCC1,5%,0,4%,3%,-8%,27µM*,-2%,-35%,?,1%,-1%
O=C(NCc1cccnc1)C(=O)NCC1OCCN1S(=O)(=O)c1ccc(Cl)cc1 (centres undefined),-2%,-1,12%,-7%,2%,-6%,0%,-4%,8%,1%,0%
Cc1ccc(C(=O)n2c(-c3ccccc3)cnc2SCC(=O)Nc2ccccc2)cc1,11%,0,-3%,1%,-1%,0%,-5%[46.1 µM],-11%,26%,-6%,-9%
Cc1csc(NC(=O)C(CC(C)C)NS(=O)(=O)c2ccc3c(c2)oc(=O)n3C)n1 (centres undefined),?,6,-3%,-6%,-30%,-4%,8%,-1%,?,0%,19%
COc1ccc2c(c1)C=C(C(=O)OCc1cccnc1)CO2,13%,-7,7%,-3%,8%,1%,-1%,-4%,-14%,8%,13%
